MC4R ag barr: MC4R agonists recruiting beta-arrestin, primary screen, cell-based, luminescence, agonist arm of biased-ligand search. Melanocortin receptor 4 (Homo sapiens), P32245. U2OS MC4R beta-arrestin complementation; percent of melanotan II response, DMSO zero. activation, % at 8.9 µM. hit rate 0.98% among 360,000;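 active = activation above a per-plate cutoff, the mean activation of sample wells on that plate plus 3 SD, cut at about 8% in these data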
ABCB6 inh 2: ABCB6 transporter inhibitors, primary screen, K562-ABCB6 cells, flow cytometry, MLPCN library. ATP-binding cassette sub-family B member 6 (Homo sapiens), Q9NP58. K562-ABCB6 porphyrin accumulation, 1 h; active compounds read low. fluorescence ratio to DMSO, % at 10 µM. hit rate 0.19% among 360,000. AID 602162, 2011;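 active = fluorescence ratio to DMSO below 75%, the collection mean minus 3 SD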;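 also: signal is porphyrin accumulated inside mitochondria; 100% equals median channel fluorescence of DMSO control wells; lower ratio means ABCB6 inhibition with less porphyrin fluorescence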
Exocytosis inh: LAMP-1 surface exposure blockers, TALL-104 cells – cell-based, flow cytometry, MLPCN library, primary screen; inhibition, % at 10 µM; hit rate 0.66% among 360,000; TALL-104 LAMP-1 surface exposure; cells stimulated with thapsigargin and PMA;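 active = inhibition above about 55%, limit read from the data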
ABHD5 PLIN5 PPI: ABHD5-PLIN5 interaction inhibitors, primary screen, cell lysate, split luciferase complementation, luminescence; Perilipin-5 (Homo sapiens) + 1-acylglycerol-3-phosphate O-acyltransferase ABHD5 (Homo …; Split G. princeps luciferase complementation, 4 h; inhibition, % at 4 µM; hit rate 0.78% among 360,000; AID 602281, 2012;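 active = inhibition above the mean inhibition across every tested compound plus 3 SD, cut at about 22% in these data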;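 also: 0% = DMSO only wells and the 100% control is not disclosed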
MC4R antagonist: MC4R antagonists of cAMP signaling, primary screen, cell-based, TR-FRET, antagonist arm of biased-ligand search; Melanocortin receptor 4 (Homo sapiens), P32245; MC4R-expressing cells, MTII-stimulated cAMP, LANCE TR-FRET; inhibition, % at 6.5 µM; hit rate 0.48% among 360,000;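 active = inhibition above its plate's cutoff, the mean of tested wells on that plate plus 3 SD, cut at about 29% in these data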;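 also: 0% = Melanotan II alone and 100% = Melanotan II plus saturating MCL0020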
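Assay system: human MC4R-expressing U2OS cells; reagent: Melanotan II stimulation of cells; dosing: 6.5 µM single dose; timing: compound 30 min, challenge 1 h, detection 1 h; signal: TR-FRET cAMP assay; replicates: one well per compound, no replicates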
CaV13 ICDI inh: Disruptors of the CACNA1D IQ motif to Ca2+-dependent inactivation inhibitor domain association, primary screening, Förster resonance energy transfer in intact living …. hit rate 0.098% among 340,000. inhibition, % at 12.3 µM. HEK cells, CFP/YFP FRET ICDI-IQ, plate reader, 10 min; percent FRET-ratio fall versus neutral wells;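 active = mean replicate inhibition of at least 30% and at least 1% of replicates passing that level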;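 also: 0% = median of the neutral control wells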
PDI inh: inhibitors of human PDI, primary screen, biochemical, turbidity, single point, plate reader; Protein disulfide-isomerase (Homo sapiens), P07237; PDI insulin aggregation turbidity, A650, 90 min; inhibition, % at 10 µM; hit rate 0.052% among 350,000; AID 588391, 2011;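 active = mean inhibition across replicates of 30% or more, whatever share of single replicates reach that level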;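 also: absorbance from insulin aggregation driven by PDI reduction with DTT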
Cardio protect: cardioprotection against H2O2-induced cell death, primary screen, uHTS, H9c2 cells, ATPLite luminescence. H9c2 cardiomyocytes, H2O2 injury protection, 2 h. protection from H2O2 cell death, % at 20 µM. hit rate 0.63% among 360,000;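 active = compounds giving at least 50% protection of heart cells from peroxide-induced death in the single-dose screen, raw or plate-pattern-corrected value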;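 also: 0% = DMSO wells with peroxide and 100% = DMSO wells without peroxide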
Glyco luc inh: increase of ERlucT glycosylation luciferase signal, primary screen, N-linked glycosylation inhibitor project, D54 ERlucT cells, luminescence, set 2. hit rate 0.23% among 360,000. D54 ERlucT glycosylation luciferase reporter, 24 h; percent of 100 nM tunicamycin response. reporter increase, % at 12.5 µM. AID 588692, 2011;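 active = mean luciferase reporter signal, scaled so untreated is 0 and the glycosylation-blocking control 100, at or above a set limit in every replicate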;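 also: luciferase carries N-glycosylation sites so blocking glycosylation raises the light; 0% = median of neutral control wells and 100% = median of 100 nM tunicamycin wells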
m5-HT2A agonist: mouse Htr2a agonists via beta-arrestin recruitment, primary screen, cell-based, luminescence; 5-hydroxytryptamine receptor 2A (Mus musculus), P35363; CHO-K1 mHTR2A beta-arrestin complementation; percent of 30 µM serotonin response; activation, % at 7.6 µM; hit rate 0.66% among 360,000;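 active = activation above a run cutoff, the mean activation of all tested compounds plus 3 SD, cut at about 14% in these data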;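 also: 0% = plate median of compound wells and 100% = 30 µM serotonin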
Target sequence (P35363 whole entry, looked up): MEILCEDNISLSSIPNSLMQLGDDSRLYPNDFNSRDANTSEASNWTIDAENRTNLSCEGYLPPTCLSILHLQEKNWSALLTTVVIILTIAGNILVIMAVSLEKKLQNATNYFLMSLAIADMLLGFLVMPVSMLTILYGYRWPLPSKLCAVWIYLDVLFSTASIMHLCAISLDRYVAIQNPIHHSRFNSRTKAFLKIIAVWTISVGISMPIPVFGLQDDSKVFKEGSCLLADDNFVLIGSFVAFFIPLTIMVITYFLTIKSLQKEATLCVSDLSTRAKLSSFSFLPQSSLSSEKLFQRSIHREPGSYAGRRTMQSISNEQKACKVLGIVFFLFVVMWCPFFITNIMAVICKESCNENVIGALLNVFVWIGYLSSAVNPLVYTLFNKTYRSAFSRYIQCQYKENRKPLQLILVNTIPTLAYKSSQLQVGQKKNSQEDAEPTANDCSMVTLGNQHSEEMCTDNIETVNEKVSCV
An asterisk follows results filed as active; . = not tested or not shown.

1: NC(=O)C[n+]1cccc(C(N)=O)c1
2: Cc1ccc(S(=O)(=O)NOCc2ccccc2)cc1
3: Cc1[nH]c2ccc(OCc3ccccc3)cc2c1CCN1C(=O)OC(C)(C)C1(C)O (stereo unspecified)
4: N/C(=N\OS(=O)(=O)c1ccccc1)c1ccncc1
5: Cc1ccc2nc(C)cc(C(=O)OCC(=O)Nc3c(C)n(C)n(-c4ccccc4)c3=O)c2c1
6: CC(=O)NC1C(=O)Nc2c(C)cc(C)cc21 (stereo unspecified)

assay / compound | 1 | 2 | 3 | 4 | 5 | 6
MC4R ag barr | -0.7 | 0.2 | -0.6 | -1.3 | -3.4 | -0.3
ABCB6 inh 2 | 104 | 104 | 97 | 94 | 98 | 96
Exocytosis inh | -2 | 0 | -1 | 2 | -1 | 1
ABHD5 PLIN5 PPI | 1 | -5 | 3 | -2 | 2 | -4
MC4R antagonist | 4 | 5 | 4 | 2 | -3 | -5
CaV13 ICDI inh | 10 | -5 | -3 | . | -7 | -5
PDI inh | 27 | 6 | . | -5 | -3 | -9
Cardio protect | -3 | -4 | 2 | 7 | -5 | 6
Glyco luc inh | 4 | -1 | 1 | 1 | -1 | 3
m5-HT2A agonist | -3 | -3 | -4 | 9 | 0 | 1

Exported tab-delimited: six of the compounds above.
nr	mol	MC4R ag barr	ABCB6 inh 2	Exocytosis inh	ABHD5 PLIN5 PPI	MC4R antagonist	CaV13 ICDI inh	PDI inh	Cardio protect	Glyco luc inh	m5-HT2A agonist
1	NC(=O)C[n+]1cccc(C(N)=O)c1	-0.7	104	-2	1	4	10	27	-3	4	-3
2	Cc1ccc(S(=O)(=O)NOCc2ccccc2)cc1	0.2	104	0	-5	5	-5	6	-4	-1	-3
3	Cc1[nH]c2ccc(OCc3ccccc3)cc2c1CCN1C(=O)OC(C)(C)C1(C)O (stereo unspecified)	-0.6	97	-1	3	4	-3	.	2	1	-4
4	N/C(=N\OS(=O)(=O)c1ccccc1)c1ccncc1	-1.3	94	2	-2	2	.	-5	7	1	9
5	Cc1ccc2nc(C)cc(C(=O)OCC(=O)Nc3c(C)n(C)n(-c4ccccc4)c3=O)c2c1	-3.4	98	-1	2	-3	-7	-3	-5	-1	0
6	CC(=O)NC1C(=O)Nc2c(C)cc(C)cc21 (stereo unspecified)	-0.3	96	1	-4	-5	-5	-9	6	3	1
